Screens (PubChem)
Bim-Bcl-XL – human Bim-Bcl-XL interaction inhibition. Bim peptide-Bcl-XL binding, bead flow cytometry, fluorescence. inhibition, % at 10 µM. Q07817. 190,000 tested, 0.04% active. AID 1007
Target sequence (Q07817 whole entry, looked up): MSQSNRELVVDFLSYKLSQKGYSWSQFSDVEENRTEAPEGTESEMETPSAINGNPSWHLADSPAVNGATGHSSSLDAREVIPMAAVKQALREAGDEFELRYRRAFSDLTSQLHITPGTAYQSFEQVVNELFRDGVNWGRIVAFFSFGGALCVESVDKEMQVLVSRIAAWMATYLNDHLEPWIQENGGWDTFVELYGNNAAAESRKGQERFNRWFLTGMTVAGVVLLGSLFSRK
Bim-Bcl-B – disrupts Bim peptide binding to human Bcl-B. Q9HD36. bead-based flow cytometry. inhibition, % at 10 µM. 190,000 tested, 0.073% active. AID 951;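 also: 0% = tracer peptide without compound and 100% = reference inhibitor peptide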
Target sequence (Q9HD36 whole entry, looked up): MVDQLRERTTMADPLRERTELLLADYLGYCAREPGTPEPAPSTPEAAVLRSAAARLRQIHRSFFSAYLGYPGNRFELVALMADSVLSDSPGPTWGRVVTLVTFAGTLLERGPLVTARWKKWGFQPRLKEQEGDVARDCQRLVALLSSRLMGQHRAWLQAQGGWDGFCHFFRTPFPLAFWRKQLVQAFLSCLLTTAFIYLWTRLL
Mcl-1 Bim block – disrupts Bim peptide binding to human Mcl-1 | Bead-based flow cytometry, Bim peptide-Mcl-1 binding | inhibition, % at 10 µM | 190,000 tested, 0.1% active | AID 1009;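 also: 0% = no compound tracer wells and 100% = peptide blocker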
Bim-Bcl-2 – inhibitors of Bim-Bcl-2 interaction, human; Bead-based flow cytometry, Bim peptide-Bcl-2 binding; inhibition, % at 10 µM; 190,000 tested, 0.06% active; in the data active = inhibition above about 40%; inconclusive = no clear call, values can overlap the other calls;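 also: 0% = no compound wells with probe peptide and 100% = reference peptide inhibitor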
Target sequence (P10415 whole entry, looked up): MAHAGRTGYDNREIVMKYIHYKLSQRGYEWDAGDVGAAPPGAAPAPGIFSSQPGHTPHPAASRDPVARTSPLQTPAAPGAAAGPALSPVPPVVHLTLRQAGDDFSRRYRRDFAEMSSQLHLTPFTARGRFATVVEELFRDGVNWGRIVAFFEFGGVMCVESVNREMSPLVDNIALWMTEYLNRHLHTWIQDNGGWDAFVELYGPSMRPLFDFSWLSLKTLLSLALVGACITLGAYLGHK
RGS8-Gao reg – modulates binding of RGS8 to human Galphao; multiplexed bead flow cytometry; actives lie on both sides; AID 1423; response (percent of control binding), % at 10 µM; 220,000 tested, 0.34% active; in the data active = response below about 60% or above about 140%; inactive = in between;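 also: Galphao activated as the GDP aluminium fluoride complex binding bead-coupled RGS8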
Target sequence (P09471 whole entry, looked up): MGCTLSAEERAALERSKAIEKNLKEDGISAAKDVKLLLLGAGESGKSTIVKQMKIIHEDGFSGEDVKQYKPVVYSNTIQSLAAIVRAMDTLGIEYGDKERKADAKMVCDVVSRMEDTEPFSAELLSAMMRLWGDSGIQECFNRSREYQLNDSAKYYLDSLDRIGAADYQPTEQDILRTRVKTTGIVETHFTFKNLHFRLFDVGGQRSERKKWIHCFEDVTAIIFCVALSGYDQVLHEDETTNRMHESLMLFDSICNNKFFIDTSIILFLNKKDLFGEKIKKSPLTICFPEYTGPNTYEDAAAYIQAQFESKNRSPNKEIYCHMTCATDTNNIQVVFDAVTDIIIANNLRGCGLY
Bim-Bfl-1 – human Bim-Bfl-1 interaction inhibition; Q16548; Bead-based flow cytometry, Bim-Bfl-1 binding inhibition; inhibition, % at 10 µM; 190,000 tested, 0.12% active; AID 1008;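 also: 0% = wells without compound plus tracer and 100% = blocker peptide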
RGS7-Gao reg – modulates binding of RGS7 to human Galphao. P09471. Multiplexed bead flow cytometry; actives lie on both sides. binding response (% of control), % at 10 µM. 220,000 tested, 0.35% active. AID 1439; in the data active = binding response below about 49% or above about 150%; inconclusive = no clear call, values can overlap the other calls; inactive = in between;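 also: fluorescent Galphao held in activated GDP-AlF4 state binding bead-coupled RGS7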
ABCG2 block – inhibitors of human ABCG2 transporter, ABCB1 counter-screen. IgMXP3 cells, JC-1 efflux, flow cytometry. 190,000 tested, 0.1% active. AID 1325. inhibition, % at 6.6 µM;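 active = inhibition above 80%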;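 also: 0% = DMSO and 100% = nicardipine control wells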
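Measure – % inhibition of efflux relative to nicardipine and DMSO · Test system – ABCG2 IgMXP3 and barcoded ABCB1 CCRF-Adr cell mix · Control set – nicardipine as high control, DMSO as low control · Compound – one concentration, 6.6 µM final · Signal – flow cytometry of retained JC-1 fluorescence · Timing – 10 min exposure at 25 °C with rotation, no wash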
ABCB1 inh – blocks JC-1 efflux by human ABCB1 transporter. P08183. CCRF-Adr cells, flow cytometry. inhibition, % at 6.6 µM. 190,000 tested, 0.067% active. AID 1326; in the data active = inhibition above about 40%;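 also: 0% = vehicle and 100% = reference inhibitor; higher value means more JC-1 retained so stronger ABCB1 efflux block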
RGS4-Gao reg – modulates binding of RGS4 to human Galphao; Multiplexed bead flow cytometry; actives lie on both sides; P09471; 220,000 tested, 0.33% active; binding response (% of control), % at 10 µM; in the data active = binding response below about 49% or above about 150%; inactive = in between;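 also: fluorescent Galphao activated with aluminum fluoride binding bead-coupled RGS4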
Bim-Bcl-W – inhibitors of Bim-Bcl-W interaction, human; Q92843; bead-based flow cytometry, Bim peptide-Bcl-W binding; inhibition, % at 10 µM; 190,000 tested, 0.02% active;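 also: 0% = bound tracer without compound and 100% = peptide blocker; higher means less fluorescent Bim peptide bound to Bcl-W beads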
* hit, by the source's call; ? = inconclusive. Rule as the data show it, unless noted: active = inhibition above about 40%.

1. Cc1cc(NC(=O)c2ccccc2)nc2c1c(=O)oc1ccccc12
2. Cc1ccc(NC(=O)CN2CCN(c3ccccn3)CC2)c(Cl)c1
3. COCCNC(=O)c1ccccc1NC(=O)COc1ccccc1
4. Cc1ccc(NC(=O)C(=O)c2cn(CC(=O)N3CCCCC3)c3ccccc23)cc1
5. Cc1cccc(CS(=O)(=O)Cc2ccc(C(=O)NCc3cccnc3)o2)c1
6. Cc1onc(-c2ccccc2)c1C(=O)NCCc1ccc(S(N)(=O)=O)cc1
7. CC(C)=CC(=O)OCC(=O)NC1CCCc2ccccc21 (stereo not drawn)
8. NS(=O)(=O)c1ccc(NC(=S)Nc2cc(Cl)c(Cl)cc2Cl)cc1
9. O=c1ccc(-c2nc3cc(Cl)ccc3n2Cc2ccccc2)c[nH]1
10. O=C(CSc1nc2ccccc2n1-c1ccccc1)NCC1CCCO1 (stereo not drawn)

assay / entry	1	2	3	4	5	6	7	8	9	10
Bim-Bcl-XL	3	-6	-2	-10	-11	-3	3	-2	-2	-3
Bim-Bcl-B	3	-8	-6	-6	-9	-2	-2	-5	-3	-1
Mcl-1 Bim block	0	1	0	-8	-1	-1	1	-1	0	0
Bim-Bcl-2	-1	-6	-4	-6	-9	0	0	0	-7	0
RGS8-Gao reg	94	100	99	100	97	97	103	103	97	102
Bim-Bfl-1	0	-14	-9	-4	-12	-6	-5	0	-5	-1
RGS7-Gao reg	103	96	99	100	100	97	104	98	91	100
ABCG2 block	0	-1	8	1	1	4	5	-5	3	1
ABCB1 inh	-0.4	-0.1	0.9	-0.1	0.5	1.1	-0.2	-1.0	0.5	0.4
RGS4-Gao reg	96	99	97	103	102	102	102	102	95	100
Bim-Bcl-W	6	-1	0	-5	-2	-2	0	-4	-3	-5

11. Cc1nnc2sc(SCC(=O)Nc3nccs3)nn2c1=O
12. CC1CC(C)CN(CCCSc2ccccc2)C1 (stereo not drawn)
13. CC(=O)c1cc(NC(=O)c2ccc([N+](=O)[O-])cc2)c(=O)oc1C
14. Cc1ccc(Nc2nc(NCc3ccco3)c3ccccc3n2)cc1
15. O=C(COC(=O)c1cc(S(=O)(=O)N2CCOCC2)ccc1Cl)Nc1ccc2c(c1)OCO2
16. O=C(Cc1ccccc1)NC(=S)Nc1ccc2oc(-c3ccccc3F)nc2c1
17. Cc1ccccc1Cn1cnc2c(oc3ccccc32)c1=O
18. CC(C)(C)CC(=O)NC(=S)NCc1ccco1
19. Cc1ccc(S(=O)(=O)NC(C(=O)Oc2cc3oc(=O)cc(C)c3cc2Cl)C(C)C)cc1 (stereo not drawn)
20. CCCc1cc(=O)n2[nH]c(C)nc2n1

assay / entry	11	12	13	14	15	16	17	18	19	20
Bim-Bcl-XL	0	0	-3	0	2	-3	-2	0	-4	-1
Bim-Bcl-B	-2	-3	-2	-12	0	-4	-3	-2	-2	-2
Mcl-1 Bim block	0	0	1	0	-1	-4	4	-1	-1	-1
Bim-Bcl-2	-13	1	-2	-3	10	-2	-3	-2	-1	-2
RGS8-Gao reg	123	101	101	101	107	100	98	101	108	101
Bim-Bfl-1	-19	1	-2	3	1	-2	-5	-5	-3	-1
RGS7-Gao reg	112	100	104	90	104	92	101	110	104	97
ABCG2 block	-7	0	36	2	-3	6	11	5	33	1
ABCB1 inh	-1.2	1.2	2.8	2.1	-2.2	0.8	-0.3	0.3	21	0.2
RGS4-Gao reg	107	99	106	96	106	99	99	104	104	100
Bim-Bcl-W	0	0	0	0	0	0	0	-1	-1	-4

21. CCCc1ncc(C(O)c2ccc(OC)cc2)n1C (stereo not drawn)
22. CC(C)(C)NC(=O)c1nn(Cc2ccccc2)c(=O)c2ccccc12
23. CCCN1C(=O)c2cccc3c(N4CCCCC4)ccc(c23)C1=O
24. O=C(O)CC1S/C(=N/N=C/c2ccc([N+](=O)[O-])cc2)N(c2ccc(O)cc2)C1=O (stereo not drawn)
25. COc1ccc(CC2(CO)CCN(C(C)COc3ccccc3)CC2)cc1 (stereo not drawn)
26. COc1cc2cc(C(=O)O)n(C)c2c(OC)c1OC
27. Cc1ccc(CN2CCN(Cc3ccc(OC(C)C)cc3)CC2CCO)o1 (stereo not drawn)
28. CCN(CC)S(=O)(=O)N1CCC(C(=O)NCCC2=CCCCC2)CC1
29. COCCNC(=S)N(Cc1cccnc1)Cc1ccc(OC)c(OC)c1
30. COCCCNC(=O)c1ccc(Cn2c(=O)[nH]c3ccccc3c2=O)cc1

assay / entry	21	22	23	24	25	26	27	28	29	30
Bim-Bcl-XL	-5	0	11	-4	-2	1	-2	-2	0	-3
Bim-Bcl-B	-3	-4	-20	-5	-2	1	-7	0	0	-8
Mcl-1 Bim block	-2	0	6	-2	0	-1	-3	0	-3	0
Bim-Bcl-2	-3	0	16	-1	-5	0	-6	-1	3	-1
RGS8-Gao reg	102	101	75	104	104	102	106	96	101	108
Bim-Bfl-1	-2	-4	8	-5	-4	0	-8	-5	10	-1
RGS7-Gao reg	100	105	90	112	100	109	104	100	101	105
ABCG2 block	2	2	52	1	1	0	1	1	0	0
ABCB1 inh	1.1	0.8	26	0.3	0.6	-0.1	0.2	0.5	0.3	-0.3
RGS4-Gao reg	103	99	92	107	99	104	103	100	103	108
Bim-Bcl-W	-2	-1	5	0	-2	0	-5	-3	0	-3

Structures above that contain two or more sulfur atoms:
8. NS(=O)(=O)c1ccc(NC(=S)Nc2cc(Cl)c(Cl)cc2Cl)cc1
11. Cc1nnc2sc(SCC(=O)Nc3nccs3)nn2c1=O

assay / entry	8	11
Bim-Bcl-XL	-2	0
Bim-Bcl-B	-5	-2
Mcl-1 Bim block	-1	0
Bim-Bcl-2	0	-13
RGS8-Gao reg	103	123
Bim-Bfl-1	0	-19
RGS7-Gao reg	98	112
ABCG2 block	-5	-7
ABCB1 inh	-1.0	-1.2
RGS4-Gao reg	102	107
Bim-Bcl-W	-4	0

Further structures.
31. CC(=O)Nc1ccc(S(=O)(=O)N2CCCC2C(=O)Nc2ccc3c(c2)OCCO3)cc1 (stereo not drawn)
32. COc1cccc(/C=C2\C(=O)C(=O)c3ccccc32)c1
33. O=C(CSCc1c(F)cccc1Cl)Nc1ccccc1C(=O)N1CCOCC1
34. O=S1(=O)CCN2N=C(C34CC5CC(CC(C5)C3)C4)SC2=N1
35. Cc1ccc(C(=O)NCCn2cc(SCC(=O)Nc3cc(C)on3)c3ccccc32)cc1
36. CCOCC(=O)Nc1ncc(S(=O)(=O)c2ccc([N+](=O)[O-])cc2)s1
37. NS(=O)(=O)c1ccc(CCNC(=O)CSc2ccc(Cl)cc2)cc1
38. CCNC(=O)c1ccc(OCC(=O)Nc2ccc(F)cc2)c(OC)c1
39. CC(C)(CCl)C(=O)Nc1ccc(C(F)(F)F)cc1
40. Cc1noc(COc2ccccc2OCC(N)=O)c1Cl

assay / entry	31	32	33	34	35	36	37	38	39	40
Bim-Bcl-XL	1	-7	0	-2	-6	-2	-4	0	0	-4
Bim-Bcl-B	0	-4	0	-4	-7	3	-5	1	-2	0
Mcl-1 Bim block	6	-1	1	0	-2	0	-2	0	2	-2
Bim-Bcl-2	0	-7	0	-4	-8	2	-7	0	-3	0
RGS8-Gao reg	102	99	101	102	101	98	101	99	98	97
Bim-Bfl-1	-4	1	-2	-9	-18	3	-6	-6	-4	0
RGS7-Gao reg	98	98	101	104	99	?	99	94	102	103
ABCG2 block	0	-3	2	0	28	0	0	29	29	1
ABCB1 inh	0.0	-2.1	1.2	-0.5	3.2	-0.2	0.2	0.6	0.7	0.2
RGS4-Gao reg	101	98	98	105	97	100	99	98	101	101
Bim-Bcl-W	5	3	3	-4	0	-4	-1	0	1	0

Compound profiles, as listed above. Screens in order: Bim-Bcl-XL | Bim-Bcl-B | Mcl-1 Bim block | Bim-Bcl-2 | RGS8-Gao reg | Bim-Bfl-1 | RGS7-Gao reg | ABCG2 block | ABCB1 inh | RGS4-Gao reg | Bim-Bcl-W
Cc1onc(-c2ccccc2)c1C(=O)NCCc1ccc(S(N)(=O)=O)cc1 as listed: -3 | -2 | -1 | 0 | 97 | -6 | 97 | 4 | 1.1 | 102 | -2
NS(=O)(=O)c1ccc(CCNC(=O)CSc2ccc(Cl)cc2)cc1 as listed: -4 | -5 | -2 | -7 | 101 | -6 | 99 | 0 | 0.2 | 99 | -1
COc1cccc(/C=C2\C(=O)C(=O)c3ccccc32)c1 as listed: -7 | -4 | -1 | -7 | 99 | 1 | 98 | -3 | -2.1 | 98 | 3
O=c1ccc(-c2nc3cc(Cl)ccc3n2Cc2ccccc2)c[nH]1 as listed: -2 | -3 | 0 | -7 | 97 | -5 | 91 | 3 | 0.5 | 95 | -3
CC(C)(CCl)C(=O)Nc1ccc(C(F)(F)F)cc1 as listed: 0 | -2 | 2 | -3 | 98 | -4 | 102 | 29 | 0.7 | 101 | 1

Remaining list, next part.
41. Cc1cccc(NC(=S)N2CCCCC2)c1
42. Cc1cccc2cc(C(c3nnnn3C(C)(C)C)N(Cc3ccco3)CC3CCCO3)c(=O)[nH]c12 (stereo not drawn)
43. COc1ccc(/C=N/NC(=O)c2ccc(CSc3nc(C)cc(C)n3)cc2)c(OC)c1OC
44. NNC(=O)c1cc2ccccc2[nH]1
45. O=[N+]([O-])c1cn(Cc2ccccc2)cn1
46. Cc1cc(=O)[nH]c(SCC(=O)N2c3ccccc3CC2C)n1 (stereo not drawn)
47. O=C(Nc1ccccc1N1CCCCC1)c1cnccn1
48. CCCn1c(SCCc2ccccc2)nc2c1c(=O)[nH]c(=O)n2C
49. CCOc1ccc(NC(=O)CNC(=O)c2ccc(OC)c(OC)c2)cc1
50. CCCCNc1ncnc2c1cnn2-c1ccccc1

assay / entry	41	42	43	44	45	46	47	48	49	50
Bim-Bcl-XL	-4	-8	-7	-1	-3	-15	-2	-2	1	0
Bim-Bcl-B	-11	-8	-5	-3	-4	-7	0	-2	2	0
Mcl-1 Bim block	-2	-2	-3	-2	-3	-6	0	2	0	-1
Bim-Bcl-2	-17	-8	-7	-1	-1	-6	-2	-1	0	0
RGS8-Gao reg	99	99	104	99	103	101	98	99	101	102
Bim-Bfl-1	0	-13	-4	-1	0	-7	-1	-7	0	-2
RGS7-Gao reg	95	97	103	98	101	96	?	95	101	99
ABCG2 block	-1	12	-1	-1	2	4	0	2	12	5
ABCB1 inh	-0.3	5.2	1.1	-0.3	0.5	2.6	-0.4	0.3	1.1	0.4
RGS4-Gao reg	100	101	103	97	103	98	101	98	98	99
Bim-Bcl-W	-7	1	-3	-1	-1	-4	0	3	-3	-1

51. CCNC(=S)N1CCc2cc(OC)c(OC)cc2C1COc1ccc(OC)cc1 (stereo not drawn)
52. CCC(=O)N=C1SC2CS(=O)(=O)CC2N1c1cccc(OC)c1 (stereo not drawn)
53. CN(Cc1cnn(C)c1)C(=O)c1cc(COc2c(F)cccc2F)on1
54. CC(=O)Nc1ccccc1O
55. Cc1cccc(C2CC3(CC(C)(C)NC(=S)N3)Oc3cc(O)ccc32)c1 (stereo not drawn)

assay / entry	51	52	53	54	55
Bim-Bcl-XL	-2	0	-2	1	0
Bim-Bcl-B	-8	1	-3	1	-21
Mcl-1 Bim block	0	-3	-1	2	-1
Bim-Bcl-2	-5	3	-5	2	-2
RGS8-Gao reg	104	105	102	92	100
Bim-Bfl-1	-5	4	-7	2	3
RGS7-Gao reg	101	93	103	94	99
ABCG2 block	1	0	1	2	1
ABCB1 inh	0.6	0.1	0.3	0.5	0.2
RGS4-Gao reg	100	96	105	96	97
Bim-Bcl-W	-4	0	0	2	0
